Source: PubChem BioAssay
RXFP1 ag: activates the human relaxin receptor RXFP1. HEK293T-RXFP1 cAMP TR-FRET, 30 min; response scale: percent of porcine relaxin response, buffer zero. Potency, µM (titrated, usually from 57.5 µM), for inactives: top-dose activation, actives largely listed as activators. hit rate 0.3% among 370,000; also: % is scaled to controls: 0 for no effect and ±100 for the full control effect; nearly all actives have a fitted effect of over 60% in size; many of its hits are not listed in these tables
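Agonist response is measured as cAMP accumulation in an RXFP1-transfected HEK293T line under PDE4 inhibition. Values are scaled between buffer-only and 29 nM porcine relaxin, and EC50s come from standard Hill equation fits.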
Vif-APOBEC3G blk: Vif-A3G binding inhibition; Q9HC16; HeLa A3G-eYFP + Vif (tagged APOBEC3G with the HIV-1 protein that degrades it), YFP fluorescence, overnight; Potency, µM (top dose mostly 46.1 µM), inactives show top-dose activity, negative = active, usual class: inhibitors; hit rate 0.076% among 410,000;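 also: % is scaled to controls: 0 for no effect and ±100 for the full control effect; nearly all actives have a fitted effect of over 60% in size; hits raise eYFP signal because A3G escapes Vif-driven loss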
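HeLa cells stably expressing Vif and C-terminally eYFP-tagged A3G, seeded overnight at 37 deg C, then exposed to compound by pintool overnight at 37 deg C. Rise in yellow fluorescence (Ex 488/Em 500-530, Acumen) marks blocked Vif-driven A3G degradation.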
USP1-UAF1 inh: USP1/UAF1 (human) deubiquitinase inhibition; recombinant USP1/UAF1, Ub-Rhodamine cleavage fluorescence; Potency, µM (titrated, usually from 57.1 µM), for inactives: at the highest dose activity change, negative = inhibition, actives largely listed as inhibitors; O94782; hit rate 0.23% among 390,000; also: % is scaled to controls: 0 for no effect and ±100 for the full control effect; nearly all actives have a fitted effect of over 60% in size; inactives centre near -12
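1 nM enzyme complex + cpd, 15 min RT; start with Ub-Rho 150nM final; kinetic fluorescence ex 480/em 540, 6 reads q60 s. Buffer 50mM HEPES pH 7.8, 0.5mM EDTA, 0.1 mg/ml BSA, 1mM TCEP, 0.01% Tween-20.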
Vif-APOBEC3F blk: Vif-A3F binding inhibition. Potency, µM (highest dose often 46.1 µM), inactives show at the highest dose activity, negative = active. hit rate 0.2% among 390,000. AID 602313. HeLa A3F-eYFP + Vif (tagged APOBEC3F with the HIV-1 protein that degrades it), YFP fluorescence increase; also: % of control where 0% means no effect; nearly all actives have a fitted effect of over 65% in size
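HeLa cells stably expressing A3F-eYFP plus Vif, plated and incubated overnight at 37 deg C, then exposed to compounds overnight at 37 deg C. Blocked degradation read as raised yellow fluorescence (Ex 488/Em 500-530).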
TrxR1 substrate: rat thioredoxin reductase 1 substrate activity. O89049. purified TrxR1 substrate turnover, NADPH consumption readout. Potency, µM (highest dose often 114 µM), inactives show top-dose activity change, negative = substrate turnover. hit rate 0.01% among 390,000. AID 588456; also: % is scaled to controls: 0 for no effect and ±100 for the full control effect; nearly all actives have a fitted effect of over 50% in size
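Rat TrxR1, dispensed at 90 nM, was prereduced with 400 uM NADPH (final) for 5 min at ~22 deg C, then incubated with compound 15 min before 400 uM selenite. A first-read NADPH fluorescence drop versus no-compound background flagged substrates.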
RGS4 inh: blocks human RGS4-accelerated GTP hydrolysis; hit rate 0.039% among 390,000; Transcreener GDP fluorescence polarization, RGS4-accelerated GTP hydrolysis; AID 504845; Potency, µM (series often up to 114 µM), for inactives: at the highest dose activity change, negative = inhibition, usual class: inhibitors; also: % is scaled to controls: 0 for no effect and ±100 for the full control effect; nearly all actives have a fitted effect of over 75% in size; some results filed as inactive show a strong effect at the top dose
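MLSMR compounds (23 nl, pin-transferred) preincubated 10 min at room temperature with a 500nM (2x) first reagent, then RGS4 at 900nM (2x) plus Transcreener GDP mix added; fluorescence polarization (620/688 nm) read before and after 90 min at 30 °C.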
TrxR1 inh: inhibitors of rat thioredoxin reductase 1; O89049; recombinant rTrxR1, NADPH fluorescence consumption, selenite substrate; hit rate 1% among 390,000; Potency, µM (top dose mostly 114 µM), for the others: top-dose activity change, negative = inhibition, most hits filed as inhibitors; also: % is scaled to controls: 0 for no effect and ±100 for the full control effect; nearly all actives have a fitted effect of over 65% in size
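Rat TrxR1 (90 nM in the dispensed reagent) was pre-reduced with 400 uM NADPH for 5 min at room temperature, then incubated with compound for 15 min. After 400 uM selenite was added, NADPH fluorescence (Ex 340/Em 450 nm) was followed for 8 min.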
ALOX12 inh: blocks human arachidonate 12S-lipoxygenase; purified 12hLO, xylenol orange hydroperoxide absorbance; hit rate 1.1% among 580,000; Potency, µM (doses to about 108 µM), without a hit: at the highest dose activity change, negative = inhibition, actives largely listed as inhibitors; also: % is scaled to controls: 0 for no effect and ±100 for the full control effect
Target sequence (P18054 whole entry, looked up): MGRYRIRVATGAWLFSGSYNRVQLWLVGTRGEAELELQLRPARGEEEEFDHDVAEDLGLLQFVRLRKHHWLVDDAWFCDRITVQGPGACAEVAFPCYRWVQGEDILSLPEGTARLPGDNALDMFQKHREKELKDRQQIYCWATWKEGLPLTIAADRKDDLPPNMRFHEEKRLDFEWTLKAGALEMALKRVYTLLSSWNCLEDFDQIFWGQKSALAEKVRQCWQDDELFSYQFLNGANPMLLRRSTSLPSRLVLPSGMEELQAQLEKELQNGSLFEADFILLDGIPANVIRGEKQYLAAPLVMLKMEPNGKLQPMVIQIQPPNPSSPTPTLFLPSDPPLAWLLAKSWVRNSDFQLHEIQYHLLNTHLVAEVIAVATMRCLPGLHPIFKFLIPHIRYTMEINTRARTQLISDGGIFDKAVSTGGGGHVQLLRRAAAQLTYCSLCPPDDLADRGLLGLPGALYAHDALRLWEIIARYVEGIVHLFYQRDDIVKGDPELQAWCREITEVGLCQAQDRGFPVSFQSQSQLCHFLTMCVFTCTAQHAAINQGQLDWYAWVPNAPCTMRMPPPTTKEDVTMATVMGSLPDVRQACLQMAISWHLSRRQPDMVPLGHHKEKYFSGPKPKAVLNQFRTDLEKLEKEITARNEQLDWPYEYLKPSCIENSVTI
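Purified human 12hLO at 150 nM in 25 mM Hepes, 0.01% Triton X-100, pH 7.0, preincubated 15 min at room temperature with compound. Reaction started with 40 uM arachidonic acid, 30 min at room temperature. Hydroperoxide measured by Fe-xylenol orange, 573/405 nm absorbance ratio.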
mIDH1 inhibitor: inhibitors of human mutant IDH1 R132H | O75874 | IDH1-R132H enzyme, NADPH consumption, diaphorase/resazurin fluorescence | Potency, µM (series often up to 76.6 µM), for the others: at the top dose activity change, negative = inhibition, actives largely listed as inhibitors | hit rate 0.093% among 390,000; also: % is scaled to controls: 0 for no effect and ±100 for the full control effect; nearly all actives have a fitted effect of over 65% in size
Target sequence (O75874 whole entry R132H, stated change not applied): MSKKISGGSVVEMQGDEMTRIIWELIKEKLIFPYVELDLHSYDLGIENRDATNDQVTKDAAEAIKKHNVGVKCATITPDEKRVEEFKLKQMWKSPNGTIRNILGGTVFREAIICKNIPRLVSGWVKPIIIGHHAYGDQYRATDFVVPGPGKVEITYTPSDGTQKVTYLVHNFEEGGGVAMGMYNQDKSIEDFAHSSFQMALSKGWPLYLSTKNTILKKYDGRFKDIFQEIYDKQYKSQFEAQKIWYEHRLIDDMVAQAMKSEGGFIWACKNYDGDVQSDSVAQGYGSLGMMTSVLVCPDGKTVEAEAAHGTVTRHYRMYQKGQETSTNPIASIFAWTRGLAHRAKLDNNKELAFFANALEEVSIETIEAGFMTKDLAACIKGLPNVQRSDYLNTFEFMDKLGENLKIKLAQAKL
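IDH1-R132H (0.5 ug/mL) preincubated 30 min with compound, then NADPH (0.016 mM) and alpha-KG (2 mM) added; 80 min at RT, pH 7.5. Remaining NADPH coupled via diaphorase/resazurin to fluorescence (540/590 nm); concentration-response curves normalized to no-enzyme control.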
* hit, by the source's call; i = inactive; ? = inconclusive; . = no result given; & = joins results of further samples; [ ] = dose if it differs, or a comment. Calls follow the shape of the dose curve; as a rule, active = well fitted curve in the direction sought with a large enough effect; inconclusive = small, poorly fitted or top-dose-only effect, or another doubt; inactive = no such curve, though single readings can be large; an effect the other way counts as inactive or inconclusive. Potency is read from the fitted curve at half-maximal effect. Some of the compounds tested, so the mix of outcomes need not match the whole.

SMILES	RXFP1 ag	Vif-APOBEC3G blk	USP1-UAF1 inh	Vif-APOBEC3F blk	TrxR1 substrate	RGS4 inh	TrxR1 inh	ALOX12 inh	mIDH1 inhibitor
Cc1cccc(CN2CCN(C(=O)c3ccccc3F)CC2)c1	1.0%	0.0%	-19.2%	2.2%	8.4%	-6.5%	23.9%	?	-5.0%
CC(NC(=O)CCn1c(=O)c2cccn2c2ccc(F)cc21)c1ccccc1 (configuration not stated)	1.3%	-0.2%	4.7%	-0.9%	2.1%	-3.8%	11.6%	?	-6.4%
NS(=O)(=O)c1ccc(OC(=O)CNC(=O)OCc2ccccc2)cc1	.	3.5%	-5.5%	-20.3%	8.9%[57.1 µM]	1.1%	-53.6%	0.0%	3.5%
CN(CCCC(=O)Nc1ccncc1)S(=O)(=O)c1ccc(Cl)cc1	0.2%	1.2%	-19.0%	5.7%	1.8%	2.1%	8.7%	0.0%	1.4%
O=C(NCC(=O)N1CCCCC1)c1ccc(Br)o1	-0.7%	-0.3%	-13.1%	0.7%	-2.5%	2.5%	-6.7%	?	6.8%
O=C(N/N=C/c1ccc(O)cc1O)NC12CC3CC(CC(C3)C1)C2	3.3%	1.3%	-16.1%	0.9%	2.4%	-8.1%[56.9 µM]	14.3%	6.0%	-5.3%
O=C(COc1cccc(Cl)c1Cl)Nc1ccc2c(c1)CCC2	0.2%	-3.3%	-12.8%	-7.6%	14.5%[57.1 µM]	-22.4%	20.1%	4.6%	-0.6%
Cc1ccc(OCCCC(=O)Nc2ccc(Cl)c(S(=O)(=O)N3CCOCC3)c2)cc1	1.2%	3.4%	-7.0%	7.0%	-2.1%	0.6%	10.1%	369.1%[activator]	-5.4%
CCC1(c2ccccc2)SC(N)=NC1=O (configuration not stated)	.	-0.4%	-9.4%	16.6%	4.9%[11.4 µM]	-17.9%	7.9%[11.4 µM]	-2.4%	2.3%
O=S1(=O)CCC(NS(=O)(=O)/C=C/c2ccccc2)C1 (configuration not stated)	0.9%	-0.2%	-5.7%	-12.8%	-3.9%	12.0%	18.8%	-7.9%	11.4%

Fetched by compound from the list above:
SMILES	RXFP1 ag	Vif-APOBEC3G blk	USP1-UAF1 inh	Vif-APOBEC3F blk	TrxR1 substrate	RGS4 inh	TrxR1 inh	ALOX12 inh	mIDH1 inhibitor
O=C(N/N=C/c1ccc(O)cc1O)NC12CC3CC(CC(C3)C1)C2	3.3%	1.3%	-16.1%	0.9%	2.4%	-8.1%[56.9 µM]	14.3%	6.0%	-5.3%
CN(CCCC(=O)Nc1ccncc1)S(=O)(=O)c1ccc(Cl)cc1	0.2%	1.2%	-19.0%	5.7%	1.8%	2.1%	8.7%	0.0%	1.4%

The results go on:
SMILES	RXFP1 ag	Vif-APOBEC3G blk	USP1-UAF1 inh	Vif-APOBEC3F blk	TrxR1 substrate	RGS4 inh	TrxR1 inh	ALOX12 inh	mIDH1 inhibitor
COc1ccc(OC)c(NC(=O)Nc2ccccc2C)c1	8.2%	0.2%	-26.0%	-4.0%	2.1%	-17.5%	-2.1%	i	2.0%
Cc1ccc(CN2CC(C(=O)Nc3nc(C)cs3)CC2=O)cc1 (configuration not stated)	.	3.1%	-10.8%	-3.2%	.	.	.	-13.0%	6.9%
CCc1ccc(-c2ccc(SCC(=O)NC3CCCC3)nn2)cc1	.	1.0%	?	0.6%	.	.	.	-2.6%	5.2%
Cc1cccc(C)c1NC(=O)CSc1nnc(-c2ccncc2)n1Cc1ccco1	0.9%	-1.2%	-1.0%	-18.7%	5.7%	-2.7%	-18.5%	4.9%	-1.8%
O=C(NCc1ccc(F)cc1)C1CCCN(C(=O)Nc2ccc(F)cc2)C1 (configuration not stated)	0.2%	-0.4%	2.8%	2.7%	-1.5%	14.4%	1.9%	-3.5%	-6.5%
Cc1c(Cl)cccc1NC(=O)c1cccc(NC(=O)N2CCSc3ncccc32)c1	1.9%	0.9%	-23.1%	-3.8%	2.6%	18.6%	22.2%	?	0.0%
CCCOc1ccc(C(O)(CCC)CCN2CCCCC2)cc1 (configuration not stated)	0.2%	-0.4%	6.7%	6.3%	-0.4%	24.9%	?	0.0%	4.7%
COc1cccc(NC(=O)Cn2c(=O)n(Cc3ccc4c(c3)OCO4)c(=O)c3oc4ccccc4c32)c1	0.4%	0.5%	-0.4%	-1.1%	5.2%	9.4%	14.2%	-13.8%	-10.9%
COc1ccc2c(COC(=O)CNC(=O)C34CC5CC(CC(C5)C3)C4)cc(=O)oc2c1	-1.1%	0.5%	-15.7%	1.5%	164.3%[activator]	-0.4%	?	-17.1%	8.4%
O=C(Nc1nnc(C(F)(F)F)s1)c1c(F)cccc1F	11.2%	-2.3%	-6.2%	-1.2%	9.5%[57.1 µM]	-6.6%	2.0%[57.1 µM]	-8.2%	2.7%

5 compounds from above with just TrxR1 inh, Vif-APOBEC3G blk and mIDH1 inhibitor.
| Compound | TrxR1 inh | Vif-APOBEC3G blk | mIDH1 inhibitor |
| --- | --- | --- | --- |
| O=C(NCc1ccc(F)cc1)C1CCCN(C(=O)Nc2ccc(F)cc2)C1 (configuration not stated) | 1.9% | -0.4% | -6.5% |
| Cc1c(Cl)cccc1NC(=O)c1cccc(NC(=O)N2CCSc3ncccc32)c1 | 22.2% | 0.9% | 0.0% |
| CCCOc1ccc(C(O)(CCC)CCN2CCCCC2)cc1 (configuration not stated) | ? | -0.4% | 4.7% |
| COc1cccc(NC(=O)Cn2c(=O)n(Cc3ccc4c(c3)OCO4)c(=O)c3oc4ccccc4c32)c1 | 14.2% | 0.5% | -10.9% |
| COc1ccc2c(COC(=O)CNC(=O)C34CC5CC(CC(C5)C3)C4)cc(=O)oc2c1 | ? | 0.5% | 8.4% |

The list goes on.
SMILES	RXFP1 ag	Vif-APOBEC3G blk	USP1-UAF1 inh	Vif-APOBEC3F blk	TrxR1 substrate	RGS4 inh	TrxR1 inh	ALOX12 inh	mIDH1 inhibitor
COc1ccc(C(=O)Nc2ccccc2)cc1NC(=O)c1ccc([N+](=O)[O-])cc1	-0.6%	-4.9%	-6.7%	16.8%	-0.2%	-8.1%	19.2%	-6.4%	9.3%
OC(COc1ccc2ccccc2c1)CN1CCN(c2ccc(F)cc2)CC1 (configuration not stated)	1.8%	5.7%	-10.9%	2.3%	1.7%	-21.5%	11.3%	1.5%	15.6%
CC(C)CCNc1nc2c(cc1C#N)COC(C)(C)C2	0.8%	2.7%	-6.2%	.	209.7%[activator]	-6.7%	-1.3%	0.0%	7.2%
NC(=O)c1ccc(Oc2ccc(C(N)=O)cc2)cc1	2.5%	-0.9%	-1.1%	-13.0%	1.7%	2.7%	16.1%	0.0%	5.2%
CCc1cc(CC)c(/C=N/NC(N)=O)c(CC)c1	1.2%	0.3%	-4.6%	-2.0%	-9.4%	8.0%	-2.9%	3.0%	5.9%
COc1cccc(CC2(CO)CCCN(Cc3cc4ccccc4[nH]3)C2)c1 (configuration not stated)	0.5%	-0.5%	-25.4%	-22.5%	3.6%	16.7%	16.9%	?	-3.5%
Cn1cccc1Cc1nnc(SCC(=O)NCc2ccccc2)n1-c1ccc(F)cc1	0.7%	0.8%	-17.4%	0.8%	-0.9%[57.1 µM]	-34.1%	-0.5%[57.1 µM]	?	-7.4%
COc1ccc2[nH]cc(CCNC(=O)c3ccccc3Cl)c2c1	-1.6%	-6.7%	-13.0%	0.1%	2.8%[57.1 µM]	2.2%	5.0%[57.1 µM]	17.1%	-5.5%
O=C1NC(=O)C2C1C(c1ccc([N+](=O)[O-])cc1)=NN2Cc1ccccc1 (configuration not stated)	5.9%	-2.3%	-14.8%	-3.3%	-5.8%	-7.2%	8.1%	-29.0%	0.1%
O=C(Nc1cccc2ccccc12)N1CCN(Cc2ccccc2)CC1	1.7%	0.3%	-12.2%	2.8%	12.8%[57.1 µM]	-22.1%	6.6%[57.1 µM]	0.0%	1.9%
CCOC(=O)CCNC(=O)CCc1nnc(CCCc2ccccc2)o1	0.9%	2.9%	-22.4%	-29.6%	5.6%	-25.6%	25.7%	0.0%	-0.4%
CCCCc1c(C)nc2c(OC)cccc2c1SCC(=O)O	7.1%	-7.9%&-4.6%	-17.3%	13.7%	9.1%&14.0%	-8.9%	0.0%&-0.8%	-1.7%	1.6%
O=C(NCC1CCCO1)c1csc(Nc2cccc3ccccc23)n1 (configuration not stated)	-2.8%	-3.3%	-18.8%	-3.0%	5.3%	-27.0%	18.1%	4.3%	7.2%
Cc1ccc(C)c(C(=O)CSc2n[nH]c(C)n2)c1	-1.7%	4.0%	-23.7%	4.6%	-2.8%	?	35.5µM*	-8.3%	0.4%
CCCCc1cc(=O)oc2c(CN3CCCC3)c(O)ccc12	12.0%	-0.3%	-1.6%	6.0%	.	11.5%	?	-25.1%	6.6%
Cc1cc2nnc(SCC(=O)N3CCOCC3)n2c2ccccc12	10.5%	3.2%	-7.5%	-5.3%	-6.7%[57.1 µM]	-23.9%	19.0%[57.1 µM]	-7.2%	1.7%
CCCn1c(N)c(N(CCOC)C(=O)COC(=O)c2ccccc2NCCO)c(=O)[nH]c1=O	-3.4%	0.8%	-15.5%	-2.7%	321.4%[activator]	-46.8%	30.5%[57.1 µM]	?	1.7%
O=C(Nc1nncs1)c1cc(S(=O)(=O)N2CCCCC2)ccc1Cl	0.7%	0.3%	-8.4%	-5.2%	-10.0%	-36.2%	17.6%[0.0914 µM]	-12.9%	-4.0%
